# Screening data from PubChem.
# PI4K2A block: inhibitors of human PI4K2A; purified PI4K2A, ADP-Glo luminescence, 1 h; active compounds read low; activity change, negative = inhibition, % at 76.9 µM; 420,000 compounds, 0.13% hits; AID 1346378; in the data active means activity change below about -50%; inconclusive means mostly about -30% to -49%;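 further: -100% = wells without enzyme as full effect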
#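 Compounds are screened against recombinant PI4K2A using PI as substrate and ATP, the latter dispensed at 300 microM. Reactions run one hour at ambient temperature before ADP-Glo detection; full inhibition defined by wells lacking enzyme.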
# GLS inh: glutaminase GLS (human) inhibition; O94925; GLS enzymatic activity, qHTS titration; Potency, µM (titrated, usually from 45.5 µM), without a hit: top-dose activity change, negative = inhibition, usual class: inhibitors; 410,000 compounds, 0.21% hits; AID 624170; active means well fitted inhibition curve with a large enough effect; inconclusive means small, poorly fitted or top-dose-only effect, or another doubt; inactive means no such curve, though single readings can be large or run the other way; further: potency means the concentration at half of the fitted maximal effect
# Target sequence (O94925 whole entry, looked up): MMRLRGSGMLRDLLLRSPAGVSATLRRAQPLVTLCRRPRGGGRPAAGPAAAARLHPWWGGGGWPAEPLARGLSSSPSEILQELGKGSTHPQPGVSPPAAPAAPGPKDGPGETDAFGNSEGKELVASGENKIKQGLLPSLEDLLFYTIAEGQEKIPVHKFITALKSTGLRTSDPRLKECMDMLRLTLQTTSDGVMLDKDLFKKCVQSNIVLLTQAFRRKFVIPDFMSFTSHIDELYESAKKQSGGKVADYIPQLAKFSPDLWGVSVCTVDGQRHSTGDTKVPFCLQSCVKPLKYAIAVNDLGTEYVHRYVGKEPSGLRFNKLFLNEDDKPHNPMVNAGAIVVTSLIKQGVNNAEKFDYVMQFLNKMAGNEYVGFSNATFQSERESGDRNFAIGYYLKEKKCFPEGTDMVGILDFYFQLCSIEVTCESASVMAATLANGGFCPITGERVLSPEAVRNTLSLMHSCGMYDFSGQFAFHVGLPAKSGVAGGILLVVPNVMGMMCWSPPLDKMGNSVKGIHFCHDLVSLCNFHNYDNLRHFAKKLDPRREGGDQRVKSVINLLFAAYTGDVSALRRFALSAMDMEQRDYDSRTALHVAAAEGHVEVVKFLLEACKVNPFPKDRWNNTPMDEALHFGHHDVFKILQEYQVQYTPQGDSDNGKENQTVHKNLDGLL
#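 hKGA in 45 mM KH2PO4 (pH 8.2), 0.02% Tween-20 with compound, then 1mM L-Glutamine (stock as added) plus glutamate oxidase/HRP/Amplex red coupling mix. Fluorescence read initially and after 30 min at RT; signal change reflects glutamate formation.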
# The depositor's hits bear a star; i = inactive; ? = inconclusive; [ ] = dose if it differs, or a comment. Unless noted, on the % scale 0 is the no-effect control and ±100 the full control effect.
SMILES | PI4K2A block | GLS inh
CCc1ccc2cc(C)cc(C)c2n1 | -3 | 0%
Cn1nc(C(C)(C)C)cc1C(=O)N1CCCCC1c1cc(C(=O)Nc2ccc3c(c2)OCO3)no1 (centres undefined) | 2 | -1%
Cc1ccccc1S(=O)(=O)NC(=O)C1(C)CCN1C(=O)COc1ccc(Cl)cc1 (centres undefined) | 2 | 2%
Cc1cc(C)n2c(NC3CCCC3)c(-c3cc4ccccc4o3)nc2n1 | 6 | 22%
CNc1cccc(-c2ccccc2CO)n1 | 2 | -7%
Cc1cn([C@H]2C[C@H](O)[C@@H](/C=C/C(=O)NCCN3CCCCC3)O2)c(=O)[nH]c1=O | 3 | 2%
CCCCCCCCN1C(=O)[C@H](CC(=O)NCCCOC)C[C@@]2(C(=O)OCC)CCCC=C12 | 0 | -22%
COc1ccc(-c2nc3ccc(Cl)cn3c2Cc2cccc(Cl)c2)cc1OC | -2 | 5%
CCCCNC(=O)C1(C)CCCCCN1Cc1cc2ccccc2o1 (centres undefined) | -2 | 0%
CC1=C(C(=O)O)N2C(=O)[C@@H](NC(=O)[C@H](N)C3=CCC=CC3)[C@H]2SC1 | -3 | 2%
NC(c1csc(Nc2cnccn2)n1)C1CCCCC1 (centres undefined) | 3 | 2%
CSc1ccc(CN2CCC2(C)C(=O)NC2CCN(Cc3ccccc3)CC2)cc1 (centres undefined) | 0 | -2%
CCC(CC)C(=O)N(C)c1c(C)nc2c(OCc3ccc(OC(F)F)cc3)cccn12 | 1 | -14%
Cc1ccccc1S(=O)(=O)NC(=O)C1(C)CCN1C(=O)CC1CCCCC1 (centres undefined) | 0 | -12%
COc1cccc(-c2nc3nc(C)cc(C)n3c2NCc2ccccc2)c1 | 4 | 18%
CC(CC(=O)Nc1ccc2c(c1)c(=O)n(C)n2Cc1cccc(C(F)(F)F)c1)C(F)(F)F (centres undefined) | -3 | -3%
CC(=O)Nc1cnc(-c2ccc3c(c2)OCO3)cn1 | 0 | -8%
C[C@@H]1CCCN1[C@H]1CS(=O)(=O)N[C@@H]1COCc1ccccc1 | 1 | -8%
CCCCN1C(=O)C(CC(=O)NCc2cccs2)CC(C(=O)N2CCCCCC2)=C1C (centres undefined) | 1 | -1%
COc1cccc(CNC(=O)C2(C)CCCCN2C)c1 (centres undefined) | 5 | -11%
COCOc1cccc(CN2CCC2(C)C(=O)Nc2ccc(OC)c(OC)c2)c1 (centres undefined) | 2 | 6%
Cc1ccccc1C(=O)Nc1nnc([C@@H]2C[C@H](O)[C@@H](CO)O2)s1 | 0 | 6%
CC1(C(=O)NCc2cccs2)CCN1C(=O)Cc1ccc(Cl)cc1Cl (centres undefined) | 0 | -1%
O=C1c2ccccc2C(c2nnnn2-c2ccc3c(c2)OCCO3)N1Cc1cccs1 (centres undefined) | 9 | -11%

# Entries of single compounds from above.
# `NC(c1csc(Nc2cnccn2)n1)C1CCCCC1` (centres undefined) in the list: PI4K2A block = 3; GLS inh = 2%
# `Cc1cn([C@H]2C[C@H](O)[C@@H](/C=C/C(=O)NCCN3CCCCC3)O2)c(=O)[nH]c1=O` in the list: PI4K2A block = 3; GLS inh = 2%

# Next part
SMILES | PI4K2A block | GLS inh
COC(=O)[C@]12CCCCC=C1N(Cc1ccccc1)C(=O)[C@H](CC(=O)NCc1ccc(OC)c(OC)c1)C2 | 5 | -10%
CC1(C(=O)NS(=O)(=O)c2ccccc2C(F)(F)F)CCN1C(=O)CCC1CCCC1 (centres undefined) | -1 | 8%
Cc1cc(Br)cn2c(Cc3ccsc3)c(-c3ccco3)nc12 | -26 | -28%
COc1cc(OC)nc(Nc2nc(C(N)Cc3ccccc3)cs2)n1 (centres undefined) | 1 | 11%
COc1ccc(NC(=O)c2cc(-c3cc(Cl)ccc3OC)n[nH]2)c(C)c1 | 5 | 0%
CCc1ccc2c(c1)NC(=O)C2(C)Cc1ccccc1 (centres undefined) | 4 | -8%
CC1(C(=O)NS(=O)(=O)c2cccc(F)c2)CCN1C(=O)CCC1CCCC1 (centres undefined) | 2 | 4%
CN(C)CCNC(=O)c1cccc(-c2cnc3c(NC=O)cc(-c4ccccc4F)cn23)c1 | -4 | -3%
CCCCNC(=O)C1(C)CCCCN1C(=O)c1ccc(F)c(C)c1 (centres undefined) | -2 | -1%
Brc1cccc(-c2nc3c4ccccc4ccn3c2Cc2ccccc2)c1 | -2 | -18%
CCc1nc2c(OCc3cc(Cl)cc(Cl)c3)cccn2c1N(C)C(=O)CC(C)C | -2 | 4%
CC(C)c1ccc(CC(=O)N2CCC2(C)C(=O)NS(=O)(=O)c2ccc(F)cc2F)cc1 (centres undefined) | 3 | -4%
CCCCC[C@@H](C)N1C[C@@H](COCc2ccccc2)Oc2cc(N3CCC[C@@H]3COC)ccc2S1(=O)=O | -2 | 0%
O=C(c1cccc(Br)c1)c1nc2ccccc2[nH]c1=O | -7 | 4%
CCCCC(=O)N(C)c1c(CC)nc2c(OCC(=O)N(C)C)cccn12 | 4 | -15%
Cc1ccccc1S(=O)(=O)NC(=O)C1(C)CCN1C(=O)CC(c1ccccc1)c1ccccc1 (centres undefined) | -5 | 5%
CCOC(=O)C1=C[C@@H](C(C)(C)C)N(S(=O)(=O)c2ccc(C)cc2)[C@H]1c1cccc2ccccc12 | 0 | -10%
O=c1[nH][nH]c2c1C(c1ccc(F)cc1)OC(CCc1ccccc1)C2 (centres undefined) | -11 | 1%
CNc1cncc(-c2ccc(NS(C)(=O)=O)cc2)n1 | 0 | 17%
Cc1ccc2nc(C(C)(C)C)c(Cc3ccsc3)n2c1 | ? | -7%
CCCCNC(=O)C1(C)CCN1C(=O)c1cccc(OC(F)(F)F)c1 (centres undefined) | 6 | -1%
O=S1(=O)CC(N2CCN(CCO)CC2)CN1Cc1cn(Cc2ccccc2)nn1 (centres undefined) | -5 | -14%
O=C(c1cc(Cl)cc(Cl)c1)N1CCC(=O)N([C@H](COCc2ccccc2)Cc2ccccc2)CC1 | 1 | 10%
CN(C)CCNC(=O)c1ccc(-c2cn3c(-c4ccc(Oc5ccccc5)cc4)cnc3cn2)cc1 | -4 | 0%
COc1ccc([C@H]2CC(=O)C[C@@H](CCn3cc(CC4CCCC4)nn3)O2)cc1 | 0 | 4%
O=C(Nc1nccs1)c1ccc2sc([C@H]3C[C@H](O)[C@@H](CO)O3)nc2c1 | 3 | 1%
CC(O)(c1cccc(F)c1)c1nc(-c2cncnc2)cs1 (centres undefined) | -4 | -6%
COc1cccc(OC)c1-c1cnc(NC(C)=O)cn1 | 0 | -2%
CCNC(=O)N(C)c1c(CC)nc2ccc(C(=O)N3CCN(C(=O)c4ccco4)CC3)cn12 | 3 | 2%
COCCNC(=O)c1cc2c(c(-c3cccc(-c4cccc(OC)c4)c3)n1)[C@H](CCO)N(S(=O)C(C)(C)C)C2 (some centres undefined) | 1 | 13%
O=C1O[C@@H](c2ccccc2)C[C@@H](O)[C@H](O)CCc2ccccc21 | -4 | 0%
COC[C@@H]1CCCN1c1ccc2c(c1)O[C@H](COCc1ccccc1)CN([C@@H](C)c1ccccc1)S2(=O)=O | -1 | 8%
CCCCNC(=O)c1ccc2nc(CC)c(N(CCC(C)C)CCN(C)C)n2c1 | 2 | 47%[activator]
CCNC(=O)C1(C)CCCN(Cc2csc(-c3ccccc3)n2)C1 (centres undefined) | -2 | -3%
CCC(=O)N1CCC1(C)C(=O)Nc1nccs1 (centres undefined) | -1 | 2%
COC(=O)c1ccc2nc(-c3ccc(Cl)cc3)c(Cc3ccsc3)n2c1 | 0 | 2%

# Overlap with the part before: two entries, then new ones.
SMILES | PI4K2A block | GLS inh
CCC(=O)N1CCC1(C)C(=O)Nc1nccs1 (centres undefined) | -1 | 2%
COC(=O)c1ccc2nc(-c3ccc(Cl)cc3)c(Cc3ccsc3)n2c1 | 0 | 2%
COc1cc(C(O)c2nc(-c3cccc(C#N)c3)cs2)ccc1F (centres undefined) | -1 | 2%
CC(C)c1ccc(NC(=O)C2(C)Cc3c(-c4ccc(C(N)=O)cc4)ccnc3O2)cc1 (centres undefined) | 6 | -5%
C(=C\c1ccccc1)/CN1CCN(C(c2cc3ccccc3o2)c2nnnn2Cc2ccccc2)CC1 (centres undefined) | -1 | 5%
COc1ccc(NC(=O)c2cc(-c3cc(C)cc(F)c3)n[nH]2)cc1OC | -1 | 3%
CC1(Cc2c(Cl)cccc2Cl)C(=O)Nc2cc(-c3ccccc3Cl)ccc21 (centres undefined) | 3 | 4%
OC[C@H]1O[C@@H](c2nc(-c3nc(-c4ccc(F)cc4)no3)cs2)[C@H](O)[C@@H](O)[C@H]1O | -5 | -2%
COc1ccc(N2CCN(C(=O)c3[nH]c(C(F)(F)F)nc3-c3ccccc3)CC2)cc1 | -4 | 24%
COc1ccccc1CNc1nc(Nc2ccccc2Cl)c2sccc2n1 | -6 | ?
CN(C)c1ncnc2c1ncn2[C@H]1CN(Cc2cccs2)C[C@@H](CO)O1 | 4 | 0%
Cc1cc(C(=O)N2CCC2(C)C(=O)Nc2ccc3[nH]ncc3c2)nn1C (centres undefined) | -5 | -7%
COc1ccc(-c2csc(C(C)(NC(C)=O)c3ccccc3)n2)cc1 (centres undefined) | 1 | -4%
N#Cc1ccc(C(=O)N2CCCC(c3cc(C(=O)NCc4cccnc4)no3)C2)cc1 (centres undefined) | 2 | -4%
CCc1nc2ccc(C(=O)NCc3ccc4c(c3)OCO4)cn2c1N(C)Cc1ccc(OC)cc1 | -3 | 2%
COc1cccc(-c2ccc3c(c2)N(Cc2cccc(F)c2)C(=O)C(C)S3)c1 (centres undefined) | -2 | 3%
COc1cccc(CNC(=O)[C@@H]2CCCN2C(=O)[C@H]2CCCCN2C(=O)c2ccc(Cl)cc2)c1 | -3 | 14%
CC1(C(=O)NS(=O)(=O)c2ccc(Cl)cc2)CCN1C(=O)c1ccc(C2CCCCC2)cc1 (centres undefined) | -1 | -16%
CC(=O)C(=Cc1ccc(-c2ccccc2)cc1)C(=O)c1ccccc1 | 15 | ?
CCOC(=O)C1=CCN(S(=O)(=O)c2ccc(Br)cc2)C1c1cccc(C)c1 (centres undefined) | -1 | 5%
Cc1ccc(C(O)c2ncc(-c3ccccc3F)[nH]2)c(C)c1 (centres undefined) | 1 | 5%
O=C1CCCCCC[C@@H](O)[C@H](O)C[C@H](c2ccccc2)O1 | 0 | -11%
Nc1ccccc1N | i | ?
CCOC(=O)[C@]12CCC=C1N(Cc1ccc(Cl)cc1Cl)C(=O)[C@H](CC(=O)N1CCN(C(=O)c3ccco3)CC1)C2 | 0 | -18%
CCCCC[C@@H](C)N1C[C@@H](COCc2ccccc2)Oc2cc(N3CCC[C@H]3C(N)=O)ccc2S1(=O)=O | -7 | -8%
O=C1NC[C@@H](CCCCN2C[C@H](Cc3ccccc3)N(CC3CCCCC3)C(=O)C2=O)N(Cc2ccccc2)C1=O | 7 | -8%
FC(F)(F)c1ccccc1Cc1c(-c2ccc(Cl)cc2)nc2c3ccccc3ccn12 | 0 | 2%
O=C1NC[C@H](CCCCN2C[C@H](Cc3ccccc3)N(Cc3ccccc3)C(=O)C2=O)N(CCc2ccccc2)C1=O | 5 | -24%
CC1(C(=O)NCc2ccccc2Br)CCN1Cc1ccc(-c2ccccc2)o1 (centres undefined) | -5 | 0%
COc1ccc(C(C)NC(=O)C2CCN(CCOc3ccc(Cl)cc3Cl)CC2)cc1OC (centres undefined) | -4 | 0%
COC(=O)c1ccc2nc(-c3ccco3)c(Cc3ccc(OC)cc3C)n2c1 | ? | ?
COC(=O)[C@@]1(Sc2ccc(OC)cc2)CC(=O)N[C@@H]1c1ccccc1 | 2 | -2%
CCOC(=O)c1sc2nc(OCc3cccnc3)cc(C)c2c1N | -10 | -17%
C(=C\c1ccccc1)/CN1CCN(C(c2cc3ccccc3o2)c2nnnn2C2CCCCC2)CC1 (centres undefined) | 1 | 5%
CC(C)CNc1ncnc2c1ncn2[C@H]1CN(Cc2ccc(-c3ccccc3)cc2)C[C@@H](CO)O1 | 2 | 1%
COc1cc(CN2C[C@@H](CO)O[C@@H](n3cnc4c(NC(C)C)ncnc43)C2)cc(OC)c1OC | 3 | 3%
CCCCN(C=O)c1c(CC)nc2ccc(C(=O)N3CCCCC3)cn12 | -3 | 1%
CC(=O)OC[C@@H]1CN(Cc2ccccc2)C[C@H](n2cnc3c(NC4CCCC4)ncnc32)O1 | 1 | -4%
CCCC(=O)N1CCCC1(C)C(=O)NCc1ccc(SC)cc1 (centres undefined) | -1 | -1%
Fc1cccc(Cc2c(-c3ccccc3)nc3ccc(Cl)cn23)c1 | -5 | -3%
CCc1ccc(OC2(C)CCN(CCOc3ccc(C)cc3)C2)cc1 (centres undefined) | 3 | 13%
COc1c2c(c(OC)c3ccccc13)[C@]1(OC2)O[C@H](CCO)C[C@H](O)[C@H]1O | -6 | -8%
CCOC(=O)N1CCN(C(=O)C[C@@H]2C[C@@]3(C(=O)OCC)CCCC=C3N(Cc3ccc(Cl)cc3Cl)C2=O)CC1 | -3 | -7%
Cc1noc(C)c1-c1ccc(C(=O)N2CCN(C)CC2)c2occc12 | 5 | -8%
COC(=O)[C@@]1(Cc2ccc(F)cc2)[C@H]2C(CC(=O)C(=O)N3CCCC3)C(=O)C[C@H]2CN1C(=O)c1ccccc1 (some centres undefined) | -13 | -9%
Clc1cccc(-c2nc3ccc(Cl)cn3c2Cc2ccccc2)c1 | -4 | 25%

# A portion of the library; count on the stated rates, not on these rows.
